Furin inhibitor: human furin inhibitors, primary screen, biochemical, fluorescence intensity; purified furin, fluorogenic substrate cleavage; AID 463115, 2010; 220,000 tested, 0.061% active; inhibition, % at 30 µM; in the data active = inhibition above about 25%; also: inactives centre near -15
PPC-1+TRAIL kill: compounds killing PPC-1 cancer cells with TRAIL present, primary screen, TRAIL potentiator project, ATPLite luminescence, uHTS; PPC-1 cells + TRAIL, ATPLite viability luminescence; cell killing (% activity), % at 4 µM; 220,000 tested, 0.41% active; AID 1443, 2008;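 active = cell killing above 50% in the first pass at 4 µM, then a duplicate retest at 5 µM averaging 50% or more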;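 also: plate controls were cells with TRAIL plus DMSO for no effect and medium-only wells lacking cells for full effect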
zfTRPN1 agonist: zebrafish TRPN1 channel agonists, primary screen, cell-based, HEK293, calcium fluorescence | AID 1424, 2008 | 220,000 tested, 0.18% active | transient receptor potential cation channel N1 (TRPN1/NompC), Danio rerio | activation, % at 3 µM | HEK293 zebrafish TRPN1-YFP, Fluo-8 calcium fluorescence; 100% = response to 87 µM carbachol;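 active = activation above its plate's cutoff, the mean activation of test wells on that plate plus 3 SD, cut at about 19% in these data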;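 also: 0% = DMSO alone and 100% = 87 µM carbachol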
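Material – zebrafish TRPN1-YFP in HEK293 cells · Doses – 3 µM single point · Schedule – dye 1 h 37 °C plus 30 min RT · Signal – Fluo-8 calcium fluorescence, excitation 470-495 nm, emission 515-575 nm · Read-out – % activation versus carbachol response · Control set – carbachol high, DMSO low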
Tb hexokinase: Trypanosoma brucei hexokinase 1 inhibitors, primary screen, biochemical, G6PDH-coupled NADH absorbance, MLSCN library; recombinant TbHK1, G6PDH-coupled NADH A340; 220,000 tested, 0.11% active; inhibition, % at 10 µM; hexokinase 1 [Trypanosoma brucei];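 active = inhibition of 50% or more in the single-dose primary screen; inactive = inhibition below 50%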
m-calpain inh: inhibitors of pig calpain II, primary screen, biochemical, fluorogenic peptide substrate, 1536-well; inhibition, % at 16 µM; 220,000 tested, 0.37% active; AID 1236, 2008; purified calpain II, 30 min;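 active = inhibition above about 50%, limit read from the data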
EBV gp42 inh: Epstein-Barr virus gp42 inhibitors, primary screen, biochemical, uHTS, fluorescence polarization. Fluorescence polarization binding assay, mP read-out. Glycoprotein 42 (Epstein-Barr virus (strain AG876)), Q1HVG2. inhibition, % (tested at 21.74 µM). 220,000 tested, 0.42% active; in the data active = inhibition above about 50%
Target sequence (Q1HVG2 whole entry, looked up): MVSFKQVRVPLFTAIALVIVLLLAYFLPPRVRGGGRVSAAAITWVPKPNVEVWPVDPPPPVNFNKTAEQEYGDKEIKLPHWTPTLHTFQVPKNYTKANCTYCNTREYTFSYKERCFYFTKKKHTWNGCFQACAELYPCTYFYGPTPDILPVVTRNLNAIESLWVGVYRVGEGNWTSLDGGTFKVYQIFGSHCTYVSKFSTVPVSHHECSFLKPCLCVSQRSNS
TRPML3 ag: human TRPML3 channel agonists, primary screen, cell-based, HEK293 TRPML3-YFP, Fluo-8 calcium fluorescence, 3 µM. Mucolipin-3 (Homo sapiens), Q8TDD5. 100% = the carbachol control signal. activation, % at 3 µM. 220,000 tested, 0.29% active;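 active = activation above its plate's cutoff, the mean activation of the plate's test wells plus 3 SD, cut at about 12% in these data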;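 also: 0% = DMSO only wells and 100% = carbachol wells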
Target sequence (Q8TDD5 whole entry, looked up): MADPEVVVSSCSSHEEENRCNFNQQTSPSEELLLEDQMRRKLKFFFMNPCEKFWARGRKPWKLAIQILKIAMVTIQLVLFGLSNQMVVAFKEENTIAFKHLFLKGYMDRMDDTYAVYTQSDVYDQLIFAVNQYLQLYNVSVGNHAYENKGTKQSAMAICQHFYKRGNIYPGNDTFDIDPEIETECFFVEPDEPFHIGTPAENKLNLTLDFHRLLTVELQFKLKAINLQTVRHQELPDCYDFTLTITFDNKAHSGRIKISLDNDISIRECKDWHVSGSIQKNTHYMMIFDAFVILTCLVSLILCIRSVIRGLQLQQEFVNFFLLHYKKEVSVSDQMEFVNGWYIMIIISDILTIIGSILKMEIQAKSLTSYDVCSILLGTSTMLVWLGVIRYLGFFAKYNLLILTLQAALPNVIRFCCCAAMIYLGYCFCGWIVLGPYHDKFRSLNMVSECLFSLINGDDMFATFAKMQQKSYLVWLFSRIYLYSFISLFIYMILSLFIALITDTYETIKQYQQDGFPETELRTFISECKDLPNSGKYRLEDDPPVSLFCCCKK
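Test system: TRPML3-YFP stable HEK293 cells. Doses: single point at 3 µM. Incubation: dye loading 1 h 37 °C then 30 min ambient, 125 s read. Signal: Fluo-8 calcium dye fluorescence, ex 470-495, em 515-575 nm. Measure: percent activation from peak-to-basal fluorescence ratio, scaled between DMSO and carbachol.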
Thrombin inh: human alpha-thrombin inhibitors, primary screen, counter-screen for coagulation protease inhibitor project, biochemical, 1536-well, fluorogenic AMC substrate | Boc-VPR-AMC fluorogenic substrate cleavage | 220,000 tested, 0.26% active | Prothrombin (Homo sapiens), P00734 | inhibition, % at 5 µM;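 active = inhibition at or above 40%; inactive = inhibition below 40%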;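 also: 0% = enzyme with no compound and 100% = wells without enzyme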
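Material: human alpha-thrombin enzyme / Medium: pH 7.5 Tris (50 mM) with NaCl 150 mM, Tween 20 0.05% / Compound: single-point dosing at 5 µM, 0.2% DMSO / Incubation: enzyme reaction carried out at room temperature / Detection: AMC fluorescence, 355/460 nm / Read-out basis: percent inhibition scaled between no-compound controls and no-enzyme blanks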
KCC2 mod: KCC2 cotransporter modulators, thallium flux, primary screen, cell-based, HEK293 KCC2, FluoZin-2 fluorescence, MLSMR; B-score of Tl+ flux slope (higher = more flux/activation; lower = inhibition) at 10 µM; AID 1456, 2008; 190,000 tested, 2.2% active; KCC2 cells, thallium flux FluoZin-2 fluorescence;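 active = thallium flux slope and its plate-corrected score both differing from the plate sample mean at a set confidence after two filtering rounds, in either direction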;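 also: slope of fluorescence scaled to starting intensity during 10 to 20 s after thallium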
* hit, by the source's call; [ ] = dose if it differs, or a comment.

Results for CC(=O)c1sc(Nc2cccc(C)c2)nc1C ?
Furin inhibitor: 3; PPC-1+TRAIL kill: 32; zfTRPN1 agonist: -2.3; Tb hexokinase: -21; m-calpain inh: 25; EBV gp42 inh: -9; TRPML3 ag: -1.4; Thrombin inh: 3; KCC2 mod: -1.2

What do the screens show for `CC1CCc2nc(NC(=O)c3ccco3)sc2C1` (stereo not drawn)?
Furin inhibitor: -6; PPC-1+TRAIL kill: 80*[5 µM]; zfTRPN1 agonist: 1.3; Tb hexokinase: -10; m-calpain inh: 20; EBV gp42 inh: -7; TRPML3 ag: 1.4; Thrombin inh: 0; KCC2 mod: 0.21

How did Cc1cccc(NC(=O)COC(=O)CCc2ccc(S(=O)(=O)N3CCOCC3)cc2)c1C do in these assays?
Furin inhibitor: -6; PPC-1+TRAIL kill: 31; zfTRPN1 agonist: 0.7; Tb hexokinase: -5; m-calpain inh: 11; EBV gp42 inh: 8; TRPML3 ag: 0.7; Thrombin inh: -4; KCC2 mod: -0.34

How did CCOc1ccc(N2C(=O)CC(S/C(N)=N/N=C/c3cccs3)C2=O)cc1 (stereo not drawn) do in these assays?
Furin inhibitor: 0; PPC-1+TRAIL kill: 16; zfTRPN1 agonist: 0.2; Tb hexokinase: -19; m-calpain inh: 10; EBV gp42 inh: -18; TRPML3 ag: 0.5; Thrombin inh: -10; KCC2 mod: 0.67

Results for CC(=O)c1c(C)[nH]c(C(=O)OCC(=O)Nc2sc3c(c2C#N)CCCC3)c1C ?
Furin inhibitor: -13; PPC-1+TRAIL kill: 5; zfTRPN1 agonist: 1.2; Tb hexokinase: 22; m-calpain inh: -117; EBV gp42 inh: -20; TRPML3 ag: 0.8; Thrombin inh: 1; KCC2 mod: 1.4

What do the screens show for `Cc1ccc(S(=O)(=O)N2CCN(S(=O)(=O)N3CCOCC3)CC2)c(C)c1`?
Furin inhibitor: -18[20 µM]; PPC-1+TRAIL kill: 27; zfTRPN1 agonist: 0.7; Tb hexokinase: 0; m-calpain inh: -26; EBV gp42 inh: -12; TRPML3 ag: -1.2; Thrombin inh: -1; KCC2 mod: -0.73

Results for CCOC(=O)c1sc2ncc([N+](=O)[O-])cc2c1N ?
Furin inhibitor: -15; PPC-1+TRAIL kill: -25; zfTRPN1 agonist: -0.1; Tb hexokinase: -15; m-calpain inh: 4; EBV gp42 inh: -8; TRPML3 ag: 0.1; Thrombin inh: -3; KCC2 mod: 0.091

How did Cc1c([C@H]2[C@@H](CC#N)C2(C)C)c2ccccc2n1C do in these assays?
Furin inhibitor: -17[20 µM]; PPC-1+TRAIL kill: 4; zfTRPN1 agonist: -3.1; Tb hexokinase: -2; m-calpain inh: -7; EBV gp42 inh: 3; TRPML3 ag: -0.7; Thrombin inh: 2; KCC2 mod: -0.47

How did Cc1ccc(NCc2nnc(SCC(N)=O)n2CCc2ccccc2)cc1 do in these assays?
Furin inhibitor: -14[20 µM]; PPC-1+TRAIL kill: 25; zfTRPN1 agonist: 2.3; Tb hexokinase: 3; m-calpain inh: -15; EBV gp42 inh: -11; TRPML3 ag: 0.2; Thrombin inh: -6; KCC2 mod: 0.058

What do the screens show for `CCOC(=O)N/N=C/c1cc(OC)c(O)c(OC)c1`?
Furin inhibitor: -12; PPC-1+TRAIL kill: 20; zfTRPN1 agonist: 0.3; Tb hexokinase: -18; m-calpain inh: -11; EBV gp42 inh: -1; TRPML3 ag: 0.2; Thrombin inh: -2; KCC2 mod: -0.29

What do the screens show for `COc1ccc(OC)c(NS(=O)(=O)c2ccc3c(c2)n(C)c(=O)n3C)c1`?
Furin inhibitor: -24[20 µM]; PPC-1+TRAIL kill: -13; zfTRPN1 agonist: 1.6; Tb hexokinase: 2; m-calpain inh: -1; EBV gp42 inh: -14; TRPML3 ag: 0.6; Thrombin inh: 0; KCC2 mod: -0.059

Results for CC(C)OC(=O)CCCNc1ccc([N+](=O)[O-])cc1[N+](=O)[O-] ?
Furin inhibitor: -19; PPC-1+TRAIL kill: 22; zfTRPN1 agonist: -0.3; Tb hexokinase: -7; m-calpain inh: 23; EBV gp42 inh: 7; TRPML3 ag: -0.1; Thrombin inh: -3; KCC2 mod: 0.0075

Looked up one by one from the entries so far (two):
What do the screens show for `CC1CCc2nc(NC(=O)c3ccco3)sc2C1` (stereo not drawn)?
Furin inhibitor: -6; PPC-1+TRAIL kill: 80*[5 µM]; zfTRPN1 agonist: 1.3; Tb hexokinase: -10; m-calpain inh: 20; EBV gp42 inh: -7; TRPML3 ag: 1.4; Thrombin inh: 0; KCC2 mod: 0.21

What do the screens show for `CCOC(=O)N/N=C/c1cc(OC)c(O)c(OC)c1`?
Furin inhibitor: -12; PPC-1+TRAIL kill: 20; zfTRPN1 agonist: 0.3; Tb hexokinase: -18; m-calpain inh: -11; EBV gp42 inh: -1; TRPML3 ag: 0.2; Thrombin inh: -2; KCC2 mod: -0.29

Further structures
Results for Cc1ccc(C(=O)NCCSC2CCCCC2)cc1S(=O)(=O)Nc1ccccc1 ?
Furin inhibitor: 2[20 µM]; PPC-1+TRAIL kill: 8; zfTRPN1 agonist: -0.6; Tb hexokinase: 12; m-calpain inh: 21; EBV gp42 inh: 4; TRPML3 ag: 0.4; Thrombin inh: -1

How did CCCCOC(=O)Nc1cccc(C(C)=O)c1 do in these assays?
Furin inhibitor: -4; PPC-1+TRAIL kill: 8; zfTRPN1 agonist: 0.6; Tb hexokinase: 23; m-calpain inh: 3; EBV gp42 inh: -24; TRPML3 ag: -0.8; Thrombin inh: -10; KCC2 mod: 1.3

Results for Cc1ccccc1OCCNC(=O)c1ccc2ccccc2n1 ?
Furin inhibitor: -4; PPC-1+TRAIL kill: -2; zfTRPN1 agonist: -0.2; Tb hexokinase: -6; m-calpain inh: 18; EBV gp42 inh: 16; TRPML3 ag: -0.2; Thrombin inh: -7; KCC2 mod: -2.4

How did COc1ccc(-c2csc(NC(=O)CSc3nc(C)cs3)n2)cc1 do in these assays?
Furin inhibitor: -10[20 µM]; zfTRPN1 agonist: 0.0; Tb hexokinase: -3; m-calpain inh: -17; EBV gp42 inh: -2; TRPML3 ag: -0.2; Thrombin inh: 4; KCC2 mod: -0.45

How did COc1cccc(CNC(=O)CSCc2cnn(-c3ccccc3)c2-n2cccc2)c1OC do in these assays?
Furin inhibitor: -7[20 µM]; PPC-1+TRAIL kill: 2; zfTRPN1 agonist: -0.1; Tb hexokinase: -2; m-calpain inh: 0; EBV gp42 inh: -6; TRPML3 ag: -0.2; Thrombin inh: 2; KCC2 mod: -0.65

How did Cc1noc(NS(=O)(=O)c2ccc(NC(=O)CSc3nnc4c(n3)[nH]c3ccccc34)cc2)c1C do in these assays?
Furin inhibitor: -6; PPC-1+TRAIL kill: 13; zfTRPN1 agonist: -0.2; Tb hexokinase: 16; m-calpain inh: -34; EBV gp42 inh: -14; TRPML3 ag: 0.6; Thrombin inh: -3; KCC2 mod: -1.2

How did Cc1nn(CCCC(=O)Nc2cnn(Cc3ccc(F)cc3)c2)c(C)c1[N+](=O)[O-] do in these assays?
Furin inhibitor: -18; PPC-1+TRAIL kill: 0; zfTRPN1 agonist: 3.4; Tb hexokinase: -4; m-calpain inh: -7; EBV gp42 inh: 0; TRPML3 ag: 1.1; Thrombin inh: -3; KCC2 mod: -0.82

Results for COCCn1c(=O)[nH]c(=O)c2c1nc(-c1ccc(-c3ccc(Cl)cc3[N+](=O)[O-])o1)n2Cc1ccccc1 ?
Furin inhibitor: 4; PPC-1+TRAIL kill: 6; zfTRPN1 agonist: -0.5; Tb hexokinase: -18; m-calpain inh: -72; EBV gp42 inh: 17; TRPML3 ag: -0.6; Thrombin inh: -3; KCC2 mod: -1.1

Results for CCOCCn1c(-c2ccccc2)nc2ccccc21 ?
Furin inhibitor: -26; PPC-1+TRAIL kill: 4; zfTRPN1 agonist: -1.4; Tb hexokinase: -12; m-calpain inh: -5; EBV gp42 inh: -8; TRPML3 ag: -0.2; Thrombin inh: -2; KCC2 mod: 0.025

How did CCc1cccc(C)c1N(C(=O)Cn1c(COC)nc2ccccc21)C(C)COC (stereo not drawn) do in these assays?
Furin inhibitor: -26[20 µM]; PPC-1+TRAIL kill: 22; zfTRPN1 agonist: -1.2; Tb hexokinase: -12; m-calpain inh: 1; EBV gp42 inh: -5; TRPML3 ag: 0.0; Thrombin inh: -13

Results for Cc1oc(-c2cccc(Br)c2)[n+]([O-])c1C ?
Furin inhibitor: -29; PPC-1+TRAIL kill: 1; zfTRPN1 agonist: 0.8; Tb hexokinase: -1; m-calpain inh: 0; EBV gp42 inh: -12; TRPML3 ag: 0.8; Thrombin inh: -3; KCC2 mod: 0.25

Results for O=C(Nc1ccc(F)cc1)/C(=C1/CCCCCN1)[N+](=O)[O-] ?
Furin inhibitor: 1; PPC-1+TRAIL kill: 11; zfTRPN1 agonist: 0.6; Tb hexokinase: -65; m-calpain inh: -11; EBV gp42 inh: -12; TRPML3 ag: 1.0; Thrombin inh: 1; KCC2 mod: 0.72

How did CCN(CC#CCC(O)(c1ccccc1)c1ccccc1)C(C)C do in these assays?
Furin inhibitor: -27; PPC-1+TRAIL kill: 20; zfTRPN1 agonist: 0.4; Tb hexokinase: 0; m-calpain inh: -7; EBV gp42 inh: -6; TRPML3 ag: 0.5; Thrombin inh: -6; KCC2 mod: 0.15

What do the screens show for `C=CCn1c(SCC(=O)O)nnc1-c1cccs1`?
Furin inhibitor: -18[20 µM]; PPC-1+TRAIL kill: -26; zfTRPN1 agonist: -0.5; Tb hexokinase: 0; m-calpain inh: 13; EBV gp42 inh: 5; TRPML3 ag: 0.2; Thrombin inh: -4

Results for N#C/C(=C/c1cccc(C(F)(F)F)c1)c1nc(CCN2C(=O)c3ccccc3C2=O)cs1 ?
Furin inhibitor: -31[20 µM]; PPC-1+TRAIL kill: -12; zfTRPN1 agonist: 0.9; Tb hexokinase: -7; m-calpain inh: -77; EBV gp42 inh: -12; TRPML3 ag: -0.5; Thrombin inh: 3

Results for Cc1ccc(Nc2ccc(C(=O)N3CCCC3)cn2)c(C)c1 ?
Furin inhibitor: -8[20 µM]; PPC-1+TRAIL kill: 24; zfTRPN1 agonist: -0.7; Tb hexokinase: -9; m-calpain inh: 1; EBV gp42 inh: -10; TRPML3 ag: 0.1; Thrombin inh: 4; KCC2 mod: -1.1

Results for CCOc1ccc(-c2nc(CCl)cs2)cc1 ?
Furin inhibitor: -3; PPC-1+TRAIL kill: 24; zfTRPN1 agonist: -0.1; Tb hexokinase: 9; m-calpain inh: 3; EBV gp42 inh: -7; TRPML3 ag: -0.2; Thrombin inh: -7; KCC2 mod: 0.94

What do the screens show for `CC(Oc1ccccc1F)C(=O)NN` (stereo not drawn)?
Furin inhibitor: -13; PPC-1+TRAIL kill: 21; zfTRPN1 agonist: 0.0; Tb hexokinase: -12; m-calpain inh: 11; EBV gp42 inh: -10; TRPML3 ag: 0.3; Thrombin inh: -2; KCC2 mod: 0.44
